# Screens as filed in PubChem BioAssay.
# D1 antag: human D1 dopamine receptor antagonism; P21728; activity change, negative = inhibition, % at 10 µM; AID 504652; 360,000 compounds, 3.2% hits; HEK293 TREx D1 cells, calcium flux, dopamine EC80; active compounds read low; in the data active = activity change below about -30%; also: % is scaled to controls: 0 for no effect and ±100 for the full control effect
# Target sequence (P21728 whole entry, looked up): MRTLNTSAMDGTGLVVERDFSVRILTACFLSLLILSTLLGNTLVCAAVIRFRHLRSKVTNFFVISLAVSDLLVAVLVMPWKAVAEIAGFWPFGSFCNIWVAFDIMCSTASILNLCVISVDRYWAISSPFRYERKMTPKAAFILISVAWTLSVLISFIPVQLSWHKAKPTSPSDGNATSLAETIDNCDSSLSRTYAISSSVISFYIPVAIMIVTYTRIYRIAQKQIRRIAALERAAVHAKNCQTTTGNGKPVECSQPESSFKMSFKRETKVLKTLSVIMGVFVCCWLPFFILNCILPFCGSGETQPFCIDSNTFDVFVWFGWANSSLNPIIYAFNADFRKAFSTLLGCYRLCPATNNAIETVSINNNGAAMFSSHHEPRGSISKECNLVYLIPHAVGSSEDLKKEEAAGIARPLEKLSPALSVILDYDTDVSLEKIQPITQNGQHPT
#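 HEK293 T-REx cells expressing inducible, force-coupled D1 receptor; no-wash Ca dye, 30–90 min RT. Cmpd → 180 s read at 1 Hz → EC80 DA → 180 s read.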
# D2 potentiator: positively modulates the human D2 dopamine receptor allosterically | P14416 | HEK293 T-REx D2, calcium flux, EC20 dopamine potentiation | potentiation, % at 10 µM | 340,000 compounds, 0.34% hits | AID 485347;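 active = potentiation over 3 SD above the plate norm, cut at about 30% in these data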; also: 0% is about no effect
#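 Using a no-wash calcium dye in inducible, force-coupled HEK293 Trex cells expressing D2, we tracked fluorescence each second for 180 s after compound, then for 180 s after EC20 dopamine to detect augmented signalling.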
# Vif-A3F inh: blocks the Vif interaction with APOBEC3F; HeLa A3F-eYFP + Vif (tagged APOBEC3F with the HIV-1 protein that degrades it), YFP fluorescence increase; Potency, µM (top dose mostly 46.1 µM), without a hit: at the top dose activity, negative = active; 390,000 compounds, 0.2% hits; AID 602313; also: potency is read from the fitted curve at half-maximal effect; % of control where 0% means no effect; nearly all actives have a fitted effect of over 65% in size
#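 HeLa cells stably expressing A3F-eYFP plus Vif, plated and incubated overnight at 37 deg C, then exposed to compounds overnight at 37 deg C. Blocked degradation read as raised yellow fluorescence (Ex 488/Em 500-530).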
# RXFP1 ag: activates the human relaxin receptor RXFP1 | Q9HBX9 | HEK293T-RXFP1 cAMP TR-FRET, 30 min; response scale: percent of porcine relaxin response, buffer zero | Potency, µM (titrated, usually from 57.5 µM), inactives show at the highest dose activation, hits mostly activators | 370,000 compounds, 0.3% hits | AID 2676; also: potency is read from the fitted curve at half-maximal effect; % is scaled to controls: 0 for no effect and ±100 for the full control effect; nearly all actives have a fitted effect of over 60% in size; many of its hits are not listed in these tables
#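 HEK293T cells stably expressing RXFP1 were pretreated with the PDE4 inhibitor Ro 20174, exposed to compounds for 30 min at 37C, lysed, and cAMP was read by TR-FRET. Data normalized to buffer (basal) and 29 nM porcine relaxin (100%).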
# Vif-APOBEC3G blk: blocks the Vif interaction with human APOBEC3G. Potency, µM (titrated, usually from 46.1 µM), without a hit: top-dose activity, negative = active, hits mostly inhibitors. AID 602310. 410,000 compounds, 0.076% hits. HeLa A3G-eYFP + Vif (tagged APOBEC3G with the HIV-1 protein that degrades it), YFP fluorescence, overnight;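 also: potency is read from the fitted curve at half-maximal effect; % is scaled to controls: 0 for no effect and ±100 for the full control effect; nearly all actives have a fitted effect of over 60% in size; hits raise eYFP signal because A3G escapes Vif-driven loss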
# Target sequence (Q9HC16 whole entry, looked up): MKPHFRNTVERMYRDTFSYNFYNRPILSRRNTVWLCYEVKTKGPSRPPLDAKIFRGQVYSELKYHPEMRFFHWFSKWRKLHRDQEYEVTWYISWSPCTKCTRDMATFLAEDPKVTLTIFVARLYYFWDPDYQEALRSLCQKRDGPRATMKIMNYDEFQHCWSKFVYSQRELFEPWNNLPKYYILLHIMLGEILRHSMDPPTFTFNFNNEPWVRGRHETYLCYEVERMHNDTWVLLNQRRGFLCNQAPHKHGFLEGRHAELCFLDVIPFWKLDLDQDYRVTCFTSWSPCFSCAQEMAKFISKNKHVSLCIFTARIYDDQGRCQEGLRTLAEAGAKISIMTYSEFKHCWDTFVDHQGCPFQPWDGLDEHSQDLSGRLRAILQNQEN
#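 Read-out is eYFP fluorescence (Ex 488/Em 500-530) from Vif-expressing HeLa A3G-eYFP cells; more signal means A3G escaped Vif-mediated degradation. Cells plated overnight, compound pinned in, incubated overnight at 37 deg C.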
# LDHA inh: LDHA (human) enzyme inhibition. purified LDHA, NADH/diaphorase-resazurin fluorescence; active compounds read low. activity change, % (values are at about 110 or 230 µM). 480,000 compounds, 0.15% hits. AID 1347041; in the data active = activity change below about -30%; inconclusive = mostly about -25% to -30%;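 also: plate controls were DMSO wells for no effect and wells without enzyme for full effect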
#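 LDH5 2 nM; NADH 0.06 mM, pyruvate 0.2 mM; 200 mM Tris pH 7.4, EDTA, Tween-20; 5 min RT. Detection: diaphorase 0.133 mg/mL + resazurin 37 µM, fluorescence ex540/em590 at 0 and 20 min; normalized to enzyme-free and DMSO wells.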
# D1 potentiator: enhances dopamine response at the human D1 receptor; P21728; HEK293 TREx D1 cells, calcium flux, dopamine EC20 potentiation; potentiation, % at 10 µM; 360,000 compounds, 0.036% hits; AID 504651; in the data active = potentiation above about 30%; also: 0% is about no effect
# Glioma ERSR ind: ER stress response induction in glioma; U87-MG GRP78 promoter luciferase reporter, 16 h; Potency, µM, inactives show at the top dose activation, most hits filed as activators; 420,000 compounds, 0.02% hits; also: potency is read from the fitted curve at half-maximal effect; series mostly up to about 76 µM; % of control where 0% means no effect; nearly all actives have a fitted effect of over 35% in size
#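 ERSR induction read as luciferase luminescence (Bright-Glo, 10 min at room temperature) in stably transfected human U87-MG glioma cells exposed to compounds for 16 h, using GRP78 as sensor.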
# D1 ag: activates the human D1 dopamine receptor; P21728; HEK293 T-REx D1 cells, calcium flux, agonist mode; activation, % at 2 µM; 360,000 compounds, 1% hits; in the data active = activation above about 30%; also: 0% is about no effect
#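 Inducible HEK293 T-REx D1 cells, force-coupled to calcium signalling, were plated at 4000 cells/well with tetracycline and held overnight at 30 C. After no-wash calcium dye loading, compound-evoked calcium rise over 180 s flagged agonists.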
# * marks the source's active call; other numbers are inactive results; ? = inconclusive; . = no result given; & = joins results of further samples. Unless noted, calls follow the shape of the dose curve; as a rule, active = well fitted curve in the direction sought with a large enough effect; inconclusive = small, poorly fitted or top-dose-only effect, or another doubt; inactive = no such curve, though single readings can be large; an effect the other way counts as inactive or inconclusive. These rows are one share of the data; rates above refer to the full screens.
SMILES,D1 antag,D2 potentiator,Vif-A3F inh,RXFP1 ag,Vif-APOBEC3G blk,LDHA inh,D1 potentiator,Glioma ERSR ind,D1 ag
O=S(=O)(c1ccc(Cl)cc1)N1CCN(C(=S)NCC2CCCO2)CC1 (stereo not drawn),3.0,6.6,-18.6%,0.1%,-5.8%,-6.5,-1.4,-4.8%,3.6
COc1ccc(S(=O)(=O)N2CCCC(C(=O)Nc3ccc4c(c3)OCCO4)C2)cc1 (stereo not drawn),-1.5,.,1.7%,0.6%,-0.8%,-1.5,-5.3,-2.2%,0.1
C=CCN=C(NC#N)SCCc1ccccc1,-6.5,-6.4,1.3%,-0.8%,1.5%,-2.0,-1.4,1.3%,3.8
CCc1nc2cccnc2n1-c1ccc(CC(=O)Nc2ccccc2Cl)cc1,-3.1,8.7,-1.7%,3.6%,-0.1%,-4.6,-2.9,4.0%,4.6
O=S(=O)(c1cccs1)N1CN(Cc2ccc(F)cc2)c2nc3ccccc3nc21,6.6,-1.6,1.2%,-0.2%,-8.0%,1.3,1.6,15.0%,3.8
CC(C)(C)OC(=O)C[C@H]1C/C=C\C[C@H](CC(=O)N[C@@H](CO)Cc2ccccc2)C(=O)N[C@H](C(C)(C)C)COC1=O,.,.,7.1%,.,-0.7%,5.3,.,-0.5%,.
O=C(c1ccc(C(=O)N2CCCCCC2)cc1)N1CCCCCC1,-15.9,31.5*,2.6%,-0.2%,-5.9%,-7.3,-0.1,-2.4%,-1.3
CCCn1c(O)c(N=NC(=O)CNC(=O)Cc2ccc(OC)cc2)c2ccccc21,-3.2,8.3,3.8%,-1.6%,-9.0%,0.3,3.5,-3.1%,3.4
CC1(C)C2CCC1(CS(=O)(=O)N1CCCc3ccccc31)C(=O)C2 (stereo not drawn),-6.6,-1.5,9.5%,-0.1%,0.1%,-0.8,-1.5,-5.5%,0.6
COC(=O)CNC(=O)C(Cc1c[nH]c2ccccc12)NC(=O)OC(C)(C)C (stereo not drawn),8.0,-4.3,-3.1%,0.4%,-3.8%,-3.5,-1.1,-2.7%,4.4
Cc1ccc(C(=O)Nc2ccc3c(c2)ncn3C)cc1,17.0,.,1.0%,1.1%,2.4%,-3.5,0.9,-10.2%,-0.6
CCCS(=O)(=O)n1nc(-c2ccc(C)cc2)cc1N,3.5,-14.2,-3.0%,0.4%,-7.9%,-4.3,1.6,-2.1%,2.8

# Not a retest: three of the compounds above.
SMILES,D1 antag,D2 potentiator,Vif-A3F inh,RXFP1 ag,Vif-APOBEC3G blk,LDHA inh,D1 potentiator,Glioma ERSR ind,D1 ag
O=C(c1ccc(C(=O)N2CCCCCC2)cc1)N1CCCCCC1,-15.9,31.5*,2.6%,-0.2%,-5.9%,-7.3,-0.1,-2.4%,-1.3
CCCn1c(O)c(N=NC(=O)CNC(=O)Cc2ccc(OC)cc2)c2ccccc21,-3.2,8.3,3.8%,-1.6%,-9.0%,0.3,3.5,-3.1%,3.4
CC1(C)C2CCC1(CS(=O)(=O)N1CCCc3ccccc31)C(=O)C2 (stereo not drawn),-6.6,-1.5,9.5%,-0.1%,0.1%,-0.8,-1.5,-5.5%,0.6

# (continued)
SMILES,D1 antag,D2 potentiator,Vif-A3F inh,RXFP1 ag,Vif-APOBEC3G blk,LDHA inh,D1 potentiator,Glioma ERSR ind,D1 ag
O=C(CSc1nnc(COc2ccccc2Cl)o1)Nc1ccccc1,8.0,-4.7,0.9%,1.3%,-1.2%,-5.0,-1.9,-1.0%,3.3
O=S(=O)(Cc1ccccc1)NCC1CCCN(Cc2cccc3nonc23)C1 (stereo not drawn),-0.3,-13.6,10.0%,0.7%,1.9%,-9.0,1.4,2.3%,0.0
CCOc1ccccc1OCCCCCc1c(C)n[nH]c1C,-3.7,6.5,0.7%,1.5%,-1.2%,-1.9,-1.6,-4.0%,6.0
O=C(CN1CCN(S(=O)(=O)c2ccccc2)CC1)Nc1ccc2c(c1)CCC2,-13.4,-0.3,13.7%,-0.5%,-5.3%,-12.3,-4.2,-1.5%,15.7
Cc1cccc(N2CCN(C(=O)c3nn(C)c4c3CS(=O)(=O)c3ccccc3-4)CC2C)c1 (stereo not drawn),-5.5&-11.9,-0.3&8.4,-2.2%&-0.3%,-3.5%&-3.0%,3.2%&2.8%,-5.1&-2.0,0.3&1.5,-3.8%&-0.8%,1.0&1.0
COC(=O)c1ccc(NC(=O)c2cccc(N3C(=O)C4C5C=CC(C6CC56)C4C3=O)c2)cc1 (stereo not drawn),12.7,14.9,-6.1%,-0.3%,-0.2%,-4.9,-0.5,-3.1%,7.0
CCN1CCN(C(=O)Nc2cccc3ccccc23)CC1,-3.0,-1.3,-21.2%,-0.4%,0.3%,19.2,-4.0,-3.3%,0.7
CCN(CC)S(=O)(=O)c1nnc(NC(=O)COc2ccccc2)s1,-6.6,-7.3,-1.5%,0.1%,1.9%,-0.3,-2.0,0.6%,1.4
COc1ccc(/C=N/n2c(C3CCCCC3)n[nH]c2=S)c(OC)c1,2.8,-1.8,-2.0%,2.5%,-2.4%,-1.0,-4.2,-5.2%,1.2
CC(C)COP(=O)(c1ccc(N(C)C)cc1)C(O)c1cccnc1 (stereo not drawn),-86.5*,-3.7,7.9%,1.7%,0.4%,-13.6,-5.2,-1.9%,2.5
CC1(C)C[C@H]2C3=CCC4[C@@]5(C)CC[C@H](O)[C@](C)(CO)C5CC[C@@]4(C)[C@]3(C)C[C@@H](O)[C@@]2(CO)[C@@H](O)[C@@H]1O (stereo partly drawn),.,.,-5.5%,.,1.4%,-9.0,.,-1.4%,.
Nc1ccc(N2CCCCC2)c2nonc12,-7.1,2.6,?,-0.7%,-17.6%,16.9,-1.9,8.8%,1.4
COCC(=O)N1CCC(Oc2ccc(C(=O)NCc3cc(C)n(C)n3)cc2)CC1,6.8,0.9,-26.6%,1.2%,0.6%,-3.9,-3.5,-6.1%,3.0
CCN1CCN(Cc2ccc(NC(=O)c3ccc(C)c(NC(=O)c4cccc5[nH]ccc45)c3)cc2C(F)(F)F)CC1,-1.0,-11.3,-5.5%&-4.3%,0.0%,-24.1%&6.2%,-4.6&-2.2,-4.0,-5.1%&-5.1%,0.9
CCN1CCN(C(=O)NC(c2ccc(C)c(F)c2)C(Cl)Cl)CC1 (stereo not drawn),15.1,-17.7,-1.1%,0.3%,-6.0%,-3.8,10.6,2.3%,-1.4
O=C(Cc1ccon1)c1ccc(O)cc1O,2.6,7.4,-10.4%,0.5%,0.8%,-0.1,-7.5,2.6%,1.5
N#CC(C#N)c1ccnc2ccccc12,.,.,-0.3%,.,2.5%,-2.6,.,-1.7%,.
COc1cccc(Cc2nc3ccccc3nc2SCC(=O)Nc2cc(OC)ccc2OC)c1,-1.1,14.4,1.9%,7.3%,-2.3%,2.2&5.1,0.5,-0.2%,3.6
O=C1C2C3C=CC(C4CC34)C2C(=O)N1/N=C/c1ccc(-c2cccc([N+](=O)[O-])c2)o1 (stereo not drawn),-4.4,.,-13.7%,-1.3%,-8.0%,2.3,-0.1,-0.3%,7.6
C/C=C(\C)C(=O)OC1CC(C)(C)C[C@H]2C3=CC[C@@H]4[C@@]5(C)CCC(O[C@@H]6O[C@@H](C(=O)O)[C@@H](O)C(O[C@@H]7OC[C@H](O)[C@@H](O)[C@@H]7O[C@@H]7OC(CO)C(O)[C@@H](O)[C@@H]7O)C6O[C@@H]6OC(CO)C(O)C(O)C6O)[C@@](C)(CO)[C@@H]5CC[C@]4(C)[C@]3(C)CC(O)[C@@]12CO (stereo partly drawn),.,.,-24.8%,.,3.4%,5.7,.,-5.5%,.
Cc1nc(N2CCC(C)CC2)c(C#N)c(C)c1[N+](=O)[O-],-1.1,0.7,-5.1%,0.1%,-12.8%,0.2,6.1,-1.4%,1.5
CCCCN(C(=O)CN1C(=O)C2CCCCC2C1=O)c1c(N)n(Cc2ccccc2)c(=O)[nH]c1=O (stereo not drawn),-20.8,9.5,-11.4%,-0.8%,-1.8%,-7.5,-1.4,-4.7%,-1.2
COCCOC(=O)C1=C(C)NC(=O)NC1c1c(OC)ncnc1OC (stereo not drawn),-11.7,-2.3,.,-0.3%,-0.6%,4.2,-0.8,-5.8%,1.1
COc1cc(C)c2occ(/C(C)=N\O)c2c1,-10.5,6.5,-6.1%,0.9%,-2.7%,-3.1,-3.9,-2.1%,-0.4
O=C(CN1CCCC1)NC1C2CC3CC(C2)CC1C3 (stereo not drawn),-12.0,9.2,-7.8%,1.0%,0.4%,-13.0,-2.9,-4.9%,3.8
CC(=O)Nc1ccc(N/C=C/C(=O)c2ccc(Cl)cc2)cc1,-2.4,13.0,?,12.3%,0.2%,1.4,-0.5,-1.0%,4.1
CS(=O)(=O)N(Cc1ccco1)Cc1ccccc1Cl,-6.8,-7.6,-21.7%,1.3%,-0.2%,-0.4,1.4,-3.4%,1.4
O=C(c1cccs1)N(c1cccc(Cl)c1)C1C=CS(=O)(=O)C1 (stereo not drawn),-6.7,6.4,3.7%,1.2%,2.5%,1.4,-3.9,-5.1%,2.2
Cc1cc(OCC(O)CN2CCN(c3cccc(Cl)c3)CC2)ccc1Cl (stereo not drawn),-11.6,-32.6,-0.4%,4.7%,-15.2%,-6.9,-0.2,-0.9%,4.5
Cc1ccc(C)c2c1cc(C)c1nnc(SCC(=O)NCc3ccc4c(c3)OCO4)n12,8.0,-3.3,-0.5%,1.3%,0.1%,-9.0,0.0,-6.1%,-1.9
O=C(O)CCC(=O)Nc1cc(C(F)(F)F)cc(C(F)(F)F)c1,-15.7,0.2,9.2%,-0.1%,-2.5%,-2.7,-3.9,-0.4%,1.8
C=CCNC(=S)NCc1ccccc1OC,.,4.5,6.0%,-0.3%,0.7%,-9.4,-2.5,-0.8%,-0.5
OC1(c2ccc3c(c2)OCO3)CCN(Cc2ccc(F)cc2)CC1,-15.9,-22.4,0.7%,-2.5%,2.0%,-7.3,-10.2,-5.8%,4.8
Cn1cc(S(=O)(=O)c2ccccc2)n(C)c1=O,3.1,19.3,0.3%,2.8%,2.9%,-4.8,3.1,6.2%,0.8
